Source: PubChem BioAssay
HCV NS3h FP – HCV NS3 helicase inhibitors, primary screen, biochemical, fluorescence polarization, ChemBridge library; NS3h Cy5-dT15 DNA binding; hit rate 1.6% among 16,000; inhibition, % at 100 µM; Hepatitis C virus NS3 helicase; AID 687043, 2013;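 active means inhibition above the average over every tested compound plus 3 SD, cut at about 40% in these data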
Cy5 interf NS3h – Cy5 fluorescence quenchers or enhancers, artefact control for HCV NS3 helicase inhibitor project, biochemical, ChemBridge library, Cy5 readout | hit rate 6% among 16,000 | AID 720488, 2013 | Cy5-dT15 DNA with NS3h, fluorescence interference; actives lie on both sides; signal over control mean, under 1 quenches | fluorescence interference ratio at 100 µM;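 active means compound fluorescence over control fluorescence at most 0.8, a quencher, or at least a set upper limit, an enhancer; inactive means ratio between 0.8 and the set upper limit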
* = called active by the depositor. Random draw from the library; about 7% have a hit in one of these screens.

| cpd | smiles | HCV NS3h FP | Cy5 interf NS3h |
| --- | --- | --- | --- |
| 1 | O=S(=O)(Nc1ccc(O)cc1)c1ccc(Br)cc1 | 1.3 | 1.01 |
| 2 | Cc1cccc(C)c1OCC(=O)Nc1ccc(C(=O)Nc2ccccc2C(=O)O)cc1 | 8.8 | 1.08 |
| 3 | CC(=O)Nc1ccc(S(=O)(=O)N(c2cc([N+](=O)[O-])ccc2F)S(=O)(=O)c2ccc(NC(C)=O)cc2)cc1 | 4.3 | 0.836 |
| 4 | Cc1cccc(NC(=O)c2ccc3c(c2)OCO3)n1 | 3.1 | 1.04 |
| 5 | CCOc1ccccc1N1C(=O)NC(=O)C(=Cc2ccc(OC)cc2)C1=O | 15.2 | 1.01 |
| 6 | CC1=C(C(=O)OCCOC(C)C)C(c2ccccn2)C2=C(CC(C)(C)CC2=O)N1 (centres undefined) | 2.9 | 1.1 |
| 7 | COC(=O)c1ccccc1NC1=NS(=O)(=O)c2ccccc21 | 1.3 | 0.907 |
| 8 | COCCNC(=O)Nc1ccc2nccnc2c1 | 2.8 | 1.05 |
| 9 | CS(=O)(=O)NCCNc1cc(Cl)ccc1[N+](=O)[O-] | 13.4 | 0.946 |
| 10 | c1ccc2cc(OCCOCCOc3ncnc4ccccc34)ccc2c1 | 16.9 | 0.938 |

The results go on.
| cpd | smiles | HCV NS3h FP | Cy5 interf NS3h |
| --- | --- | --- | --- |
| 11 | COc1ccc(Cl)cc1C(=O)Nc1cccc(Br)c1 | 13.5 | 1.01 |
| 12 | Cc1ccccc1Cn1c(NC(=O)c2ccc(Cl)cc2)nc2ccccc21 | -4.5 | 0.979 |
| 13 | COc1ccc(N(CC(=O)NCCc2ccccc2)S(=O)(=O)c2ccc(C)cc2)cc1OC | 0.4 | 0.997 |
| 14 | CCCCOP(=O)(CC(=O)OC)CC(=O)OC | -2.3 | 1 |
| 15 | CC1=C(C(=O)OCCc2ccccc2)C(c2coc3ccc(C)cc3c2=O)C2=C(CCCC2=O)N1 (centres undefined) | -0.7 | 0.973 |
| 16 | CCCCOc1ccc(NC(=O)CSc2nnnn2-c2ccccc2)cc1 | 10.9 | 1.06 |
| 17 | COc1ccccc1N1CCN(C(=O)c2nn3c(c2Cl)NC(c2ccc(Br)cc2)CC3C(F)(F)F)CC1 (centres undefined) | 14.7 | 0.961 |
| 18 | CCOc1cccc(C(=O)Nc2nnc(-c3ccco3)s2)c1 | 7.9 | 1.03 |
| 19 | O=S(=O)(Nc1ccc(N2CCOCC2)cc1)c1ccc(Cl)cc1 | 8.2 | 1.03 |
| 20 | Cc1ccc(S(=O)(=O)Nc2ccc(S(=O)(=O)NC(=O)C3CCCCC3)cc2)cc1 | 11.5 | 0.724* |

Rewritten in transposed form: part of the list above.
(12) Cc1ccccc1Cn1c(NC(=O)c2ccc(Cl)cc2)nc2ccccc21
(13) COc1ccc(N(CC(=O)NCCc2ccccc2)S(=O)(=O)c2ccc(C)cc2)cc1OC
(14) CCCCOP(=O)(CC(=O)OC)CC(=O)OC
(15) CC1=C(C(=O)OCCc2ccccc2)C(c2coc3ccc(C)cc3c2=O)C2=C(CCCC2=O)N1 (centres undefined)
(16) CCCCOc1ccc(NC(=O)CSc2nnnn2-c2ccccc2)cc1
(17) COc1ccccc1N1CCN(C(=O)c2nn3c(c2Cl)NC(c2ccc(Br)cc2)CC3C(F)(F)F)CC1 (centres undefined)
(18) CCOc1cccc(C(=O)Nc2nnc(-c3ccco3)s2)c1
entry no.,12,13,14,15,16,17,18
HCV NS3h FP,-4.5,0.4,-2.3,-0.7,10.9,14.7,7.9
Cy5 interf NS3h,0.979,0.997,1,0.973,1.06,0.961,1.03

(further entries)
| cpd | smiles | HCV NS3h FP | Cy5 interf NS3h |
| --- | --- | --- | --- |
| 21 | Cc1ccc(C(=O)O/N=C(/N)Cc2cccc3ccccc23)cc1[N+](=O)[O-] | 20.5 | 0.995 |
| 22 | O=C(O)CN(c1cccc(Br)c1)S(=O)(=O)c1ccccc1 | 2.5 | 1.06 |
| 23 | COc1ccc(OC)c(COc2ccc(-c3nc4sc5c(c4c(=O)[nH]3)CCCC5)cc2)c1 | 6.3 | 1.03 |
| 24 | Cc1nnc(C)n1/N=C\c1cccs1 | -2.8 | 1 |
| 25 | NNS(=O)(=O)c1ccc2c(c1)Cc1cc(S(=O)(=O)NN)ccc1-2 | 1.8 | 0.991 |
| 26 | COc1cc(C(=O)N(CCO)CCO)ccc1OC1OC(COC(C)=O)C(OC(C)=O)C(OC(C)=O)C1OC(C)=O (centres undefined) | 1.8 | 0.957 |
| 27 | CC(C)c1ccc(CNc2cc(N3CCN(S(=O)(=O)c4ccccc4)CC3)ccc2[N+](=O)[O-])cc1 | 6.4 | 1.13 |
| 28 | C=CCOC(=O)C1=C(C)NC(C)=C(C(=O)OCC=C)C1c1ccc(O)c(OCC)c1 | 13.3 | 0.879 |
| 29 | Cc1ccc(S(=O)(=O)N2CCCc3ccccc32)cc1C | 14.0 | 0.892 |
| 30 | CCOc1ccc(C(=O)Nc2cc(=O)n(C)c(=O)n2C)cc1 | 1.2 | 1.08 |

(list continues)
| cpd | smiles | HCV NS3h FP | Cy5 interf NS3h |
| --- | --- | --- | --- |
| 31 | CC(=O)N1c2ccccc2-c2c(ssc2=S)C1(C)C | 39.5 | 1.03 |
| 32 | CC(C)CN1C(=O)c2ccc(Oc3ccc([N+](=O)[O-])cc3)cc2C1=O | 3.8 | 1.02 |
| 33 | O=C(Oc1ccc(Cl)cc1)c1ccccc1 | 53.9* | 1.17 |
| 34 | CC(NC(=O)C(C)N1C(=O)c2ccccc2C1=O)c1ccccc1 (centres undefined) | 5.6 | 1.06 |
| 35 | CCCCNC(=O)C(=O)NCCCOC | -0.6 | 1.05 |
| 36 | CCOC(=O)Cc1cc(-c2ccc([N+](=O)[O-])cc2)nc2ccc3ccccc3c12 | -1.8 | 1.04 |
| 37 | CCOC(=O)c1ccc(N2NC(=O)/C(=C/c3ccc(O)c(OCC)c3)C2=O)cc1 | 1.7 | 0.734* |
| 38 | COc1cccc(N2C(=O)/C(=C/c3ccc(O)c(O)c3)SC2=S)c1 | 14.5 | 0.891 |
| 39 | COC(=O)C1=C(C)N(C)C(=O)/C1=C\c1ccc(C(=O)OC)cc1 | 5.0 | 1.05 |
| 40 | C=CCc1cccc2cc(C(=O)N3CCN(C/C=C/c4ccccc4)CC3)c(=O)oc12 | 5.1 | 0.987 |

Continued:
| cpd | smiles | HCV NS3h FP | Cy5 interf NS3h |
| --- | --- | --- | --- |
| 41 | CC(N=Cc1c(-c2ccccc2)[nH]n(-c2nc3ccccc3s2)c1=O)c1ccccc1 (centres undefined) | 6.7 | 1.04 |
| 42 | CC1(C)CC(=O)C(=Cc2cn(-c3ccccc3)nc2-c2cccc([N+](=O)[O-])c2)C(=O)C1 | 20.8 | 0.867 |
| 43 | C[n+]1cn(Cc2ccccc2)c2c(=O)[nH]c(N)nc21 | 0.3 | 1.12 |
| 44 | O=C1SC(Nc2ccccc2)C(=O)N1c1ccc(Br)cc1 (centres undefined) | 7.0 | 1.05 |
| 45 | O=C(NCCO)C(=O)Nc1ccc(F)cc1 | -13.7 | 0.971 |
| 46 | COc1ccc(N2C(=O)c3ccccc3NC2c2c(F)c(F)c(F)c(F)c2F)cc1 (centres undefined) | 7.0 | 0.951 |
| 47 | COC(=O)c1ccccc1NC(=O)c1cc(OC(C)=O)cc(C(=O)Nc2ccccc2C(=O)OC)c1 | 7.4 | 1.04 |
| 48 | COc1ccc(S(=O)(=O)N(CC(=O)N2CCN(c3ccccc3)CC2)c2ccc(C)cc2)cc1OC | 6.7 | 0.916 |
| 49 | O=C1c2ccccc2C(=O)N1CCSc1ncn[nH]1 | 3.3 | 1.04 |
| 50 | Brc1ccc(/C=N\n2c(-c3ccccc3)nnc2-c2ccccc2)cc1 | 18.5 | 1.05 |

Remaining list, next part
| cpd | smiles | HCV NS3h FP | Cy5 interf NS3h |
| --- | --- | --- | --- |
| 51 | Cc1ccccc1OCC(=O)Nc1ccc(Cl)cc1 | 5.5 | 0.988 |
| 52 | CCOc1ccc(C(=O)Nc2ccc(Cl)c(-c3nc4ncccc4o3)c2)cc1Cl | -25.3 | 1.17 |
| 53 | CCOC(=O)CP(=O)(c1ccc(C)cc1)c1ccc(C)cc1 | 1.7 | 1.01 |
| 54 | COc1cc(NC(=O)c2cc([N+](=O)[O-])ccc2N2CCCCC2)c2ncccc2c1 | 6.2 | 1.03 |
| 55 | C=CCc1ccccc1OCCn1cc(/C=C2/SC(=S)NC2=O)c2ccccc21 | -3.0 | 1.09 |
| 56 | COc1ccc(N(CC(O)CN2C(=O)NC(C)(C)C2=O)S(=O)(=O)c2ccc(C)cc2)cc1 (centres undefined) | 7.3 | 1.05 |
| 57 | COC(=O)C1=C(C)N=c2s/c(=C/c3ccc(OC)cc3OC)c(=O)n2C1c1cccs1 (centres undefined) | 8.7 | 1 |
| 58 | CCOc1ccc(C2=Cc3cc(OC)c(OC)cc3S(=O)(=O)O2)cc1 | 6.6 | 0.877 |
| 59 | CC(=O)Nc1ccc(NC(=O)c2c(Cl)cccc2Cl)cc1 | 11.7 | 1.05 |
| 60 | COc1ccc(N2C(=O)c3ccccc3NC2c2ccc(OC)c(COc3ccc(NC(C)=O)cc3)c2)cc1 (centres undefined) | 8.5 | 0.985 |

More entries:
| cpd | smiles | HCV NS3h FP | Cy5 interf NS3h |
| --- | --- | --- | --- |
| 61 | O=C(CN(c1cccc(Cl)c1)S(=O)(=O)c1ccccc1)NCc1ccncc1 | -0.7 | 1.02 |
| 62 | COc1ccc(CCNC(=O)c2cccc([N+](=O)[O-])c2C)cc1OC | 4.0 | 1.06 |
| 63 | Cc1ccc(NC(=O)c2ccccc2N(Cc2ccccc2)S(C)(=O)=O)cc1Cl | 14.0 | 0.919 |
| 64 | Cc1cccc(N2C(=O)/C(=C/c3cc(C)n(C)c3C)C(=O)NC2=S)c1 | 1.3 | 0.979 |
| 65 | COc1ccc(C(=O)NC(=S)NCc2ccco2)cc1 | 11.9 | 0.991 |
| 66 | Cc1ccc(N2C(=O)NC(=O)/C(=C\c3ccc(O)c(Cl)c3)C2=O)cc1 | 2.5 | 1.13 |
| 67 | O=C(O)C(c1ccccc1)N1C(=O)c2cccc3cccc(c23)C1=O (centres undefined) | 8.8 | 1.03 |

Reformatted with one line to a screen: part of the list above.
1: O=S(=O)(Nc1ccc(O)cc1)c1ccc(Br)cc1
2: Cc1cccc(C)c1OCC(=O)Nc1ccc(C(=O)Nc2ccccc2C(=O)O)cc1
3: CC(=O)Nc1ccc(S(=O)(=O)N(c2cc([N+](=O)[O-])ccc2F)S(=O)(=O)c2ccc(NC(C)=O)cc2)cc1
4: Cc1cccc(NC(=O)c2ccc3c(c2)OCO3)n1

assay / compound | 1 | 2 | 3 | 4
HCV NS3h FP | 1.3 | 8.8 | 4.3 | 3.1
Cy5 interf NS3h | 1.01 | 1.08 | 0.836 | 1.04
